Bioassay records as filed in PubChem BioAssay.
Granule exo inh: LAMP-1 surface exposure blockers, TALL-104 cells – cell-based, flow cytometry, MLPCN library, primary screen. TALL-104 LAMP-1 surface exposure; cells stimulated with thapsigargin and PMA. inhibition, % at 10 µM. hit rate 0.66% among 360,000. AID 651702, 2012;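 active = inhibition above about 55%, limit read from the data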
N-glyco inh: increase of ERlucT glycosylation luciferase signal, primary screen, N-linked glycosylation inhibitor project, D54 ERlucT cells, luminescence, set 2; D54 ERlucT glycosylation luciferase reporter, 24 h; percent of 100 nM tunicamycin response; reporter increase, % at 12.5 µM; hit rate 0.23% among 360,000;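 active = mean luciferase reporter signal, scaled so untreated is 0 and the glycosylation-blocking control 100, at or above a set limit in every replicate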;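 note: luciferase carries N-glycosylation sites so blocking glycosylation raises the light; 0% = median of neutral control wells and 100% = median of 100 nM tunicamycin wells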
MC4R ag barr: MC4R agonists recruiting beta-arrestin, primary screen, cell-based, luminescence, agonist arm of biased-ligand search | Melanocortin receptor 4 (Homo sapiens), P32245 | U2OS MC4R beta-arrestin complementation; percent of melanotan II response, DMSO zero | activation, % at 8.9 µM | hit rate 0.98% among 360,000 | AID 540308, 2011;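 active = activation above a per-plate cutoff, the mean activation of sample wells on that plate plus 3 SD, cut at about 8% in these data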
HTR2A ag: mouse Htr2a agonists via beta-arrestin recruitment, primary screen, cell-based, luminescence. 5-hydroxytryptamine receptor 2A (Mus musculus), P35363. activation, % at 7.6 µM. hit rate 0.66% among 360,000. CHO-K1 mHTR2A beta-arrestin complementation; percent of 30 µM serotonin response. AID 624169, 2012;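 active = activation above a run cutoff, the mean activation of all tested compounds plus 3 SD, cut at about 14% in these data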;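 note: 0% = plate median of compound wells and 100% = 30 µM serotonin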
ABCB6 inh MLPCN: ABCB6 transporter inhibitors, primary screen, K562-ABCB6 cells, flow cytometry, MLPCN library; ATP-binding cassette sub-family B member 6 (Homo sapiens), Q9NP58; K562-ABCB6 porphyrin accumulation, 1 h; stronger effect = lower value; fluorescence ratio to DMSO, % at 10 µM; hit rate 0.19% among 360,000;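 active = fluorescence ratio to DMSO below 75%, the collection mean minus 3 SD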;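 note: signal is porphyrin accumulated inside mitochondria; 100% equals median channel fluorescence of DMSO control wells; lower ratio means ABCB6 inhibition with less porphyrin fluorescence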
Target sequence (Q9NP58 whole entry, looked up): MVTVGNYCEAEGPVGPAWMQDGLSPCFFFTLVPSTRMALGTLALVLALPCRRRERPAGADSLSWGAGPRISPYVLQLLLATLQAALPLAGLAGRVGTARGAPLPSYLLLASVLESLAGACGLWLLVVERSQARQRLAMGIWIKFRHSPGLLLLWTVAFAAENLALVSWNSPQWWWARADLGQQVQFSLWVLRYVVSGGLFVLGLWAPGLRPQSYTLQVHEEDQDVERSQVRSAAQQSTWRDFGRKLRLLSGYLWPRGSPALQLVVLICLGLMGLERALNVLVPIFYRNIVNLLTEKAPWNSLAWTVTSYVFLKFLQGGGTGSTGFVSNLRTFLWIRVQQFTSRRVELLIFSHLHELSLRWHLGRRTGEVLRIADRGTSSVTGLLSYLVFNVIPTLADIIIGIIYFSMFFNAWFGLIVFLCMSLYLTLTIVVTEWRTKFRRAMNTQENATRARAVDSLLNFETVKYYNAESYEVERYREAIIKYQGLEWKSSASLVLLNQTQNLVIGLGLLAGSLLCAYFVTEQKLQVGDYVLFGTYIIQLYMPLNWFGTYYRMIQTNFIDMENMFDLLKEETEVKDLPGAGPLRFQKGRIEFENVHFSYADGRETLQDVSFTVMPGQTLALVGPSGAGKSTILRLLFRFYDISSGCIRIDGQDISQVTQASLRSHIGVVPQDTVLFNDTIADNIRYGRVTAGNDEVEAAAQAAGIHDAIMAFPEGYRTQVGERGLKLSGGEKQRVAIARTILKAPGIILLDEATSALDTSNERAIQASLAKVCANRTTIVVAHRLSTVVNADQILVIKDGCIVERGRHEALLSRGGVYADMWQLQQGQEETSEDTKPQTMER
Cardio protect: cardioprotection against H2O2-induced cell death, primary screen, uHTS, H9c2 cells, ATPLite luminescence; protection from H2O2 cell death, % at 20 µM; H9c2 cardiomyocytes, H2O2 injury protection, 2 h; hit rate 0.63% among 360,000;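 active = compounds giving at least 50% protection of heart cells from peroxide-induced death in the single-dose screen, raw or plate-pattern-corrected value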;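 note: 0% = DMSO wells with peroxide and 100% = DMSO wells without peroxide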
CaV13 FRET inh: Disruptors of the CACNA1D IQ motif to Ca2+-dependent inactivation inhibitor domain association, primary screening, Förster resonance energy transfer in intact living … | inhibition, % at 12.3 µM | HEK cells, CFP/YFP FRET ICDI-IQ, plate reader, 10 min; percent FRET-ratio fall versus neutral wells | AID 743397 | hit rate 0.098% among 340,000;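 active = mean replicate inhibition of at least 30% and at least 1% of replicates passing that level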;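 note: 0% = median of the neutral control wells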
ABHD5 PLIN5 PPI: ABHD5-PLIN5 interaction inhibitors, primary screen, cell lysate, split luciferase complementation, luminescence | Split G. princeps luciferase complementation, 4 h | inhibition, % at 4 µM | hit rate 0.78% among 360,000 | AID 602281, 2012;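 active = inhibition above the mean inhibition across every tested compound plus 3 SD, cut at about 22% in these data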;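 note: 0% = DMSO only wells and the 100% control is not disclosed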
MC4R antag cAMP: MC4R antagonists of cAMP signaling, primary screen, cell-based, TR-FRET, antagonist arm of biased-ligand search; inhibition, % at 6.5 µM; hit rate 0.48% among 360,000; AID 540295, 2011; MC4R-expressing cells, MTII-stimulated cAMP, LANCE TR-FRET;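 active = inhibition above its plate's cutoff, the mean of tested wells on that plate plus 3 SD, cut at about 29% in these data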;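 note: 0% = Melanotan II alone and 100% = Melanotan II plus saturating MCL0020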
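Assay system: human MC4R-expressing U2OS cells; reagent: Melanotan II stimulation of cells; dosing: 6.5 µM single dose; timing: compound 30 min, challenge 1 h, detection 1 h; signal: TR-FRET cAMP assay; replicates: one well per compound, no replicates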
PDI turbidity: inhibitors of human PDI, primary screen, biochemical, turbidity, single point, plate reader. PDI insulin aggregation turbidity, A650, 90 min. hit rate 0.052% among 350,000. Protein disulfide-isomerase (Homo sapiens), P07237. inhibition, % at 10 µM;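 active = mean inhibition across replicates of 30% or more, whatever share of single replicates reach that level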;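 note: absorbance from insulin aggregation driven by PDI reduction with DTT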
Active calls of the source: *; nt = no result given. Rows were taken by chance; 4.2% or so of the library scored in one or more.

smiles,Granule exo inh,N-glyco inh,MC4R ag barr,HTR2A ag,ABCB6 inh MLPCN,Cardio protect,CaV13 FRET inh,ABHD5 PLIN5 PPI,MC4R antag cAMP,PDI turbidity
COc1ccc(Br)cc1-c1noc(-c2ccccc2)n1,-1.8,-1.5,5.8,5.5,95.0,-24.3,nt,0.5,9.7,-0.9
COc1ccc(NC(=O)CC(=O)Nc2ccc(OC)cc2OC)c(OC)c1,0.4,1.9,-1.5,-2.4,103.0,1.6,-4.3,2.5,-1.3,3.9
Cc1c(C(=O)N2CCCC2)c(S(=O)(=O)Nc2cccc(Br)c2)c(C)n1C,0.5,-1.2,0.5,4.5,102.0,-1.2,-5.9,-1.0,1.1,-4.7
CCOC(=O)C1=C(C)N(C2CCCCC2)C(=O)C1,-1.6,-0.5,-1.6,-1.4,108.0,13.7,-7.2,-1.1,-3.5,5.9
CC(C)Cc1cc(C(=O)Nc2ccc(F)cc2F)no1,4.1,-1.1,2.4,17.5*,101.0,-7.5,-6.1,5.0,18.3,nt
CCC(C)NC(=O)CSc1nc2ccccc2c(=O)n1CCCN1CCCCC1 (centres undefined),5.1,-2.1,-1.4,1.6,101.0,9.6,-19.7,1.0,-0.8,-3.1
O=C(O)c1cccc(NS(=O)(=O)c2ccc3c4c(cccc24)C(=O)N3)c1,-21.4,4.8,-1.6,-1.5,102.0,-7.3,-2.6,5.2,-13.1,-46.4
COc1ccc(C2=Nn3c([n+](C)c4ccccc43)SC2)cc1,1.6,4.4,-1.4,-2.2,100.0,-18.5,-1.7,-1.8,0.5,-3.2
CCOC(=O)C1=C(Cn2cnc3ccccc32)NC(=O)NC1c1ccc(OC)cc1 (centres undefined),4.8,2.1,-0.6,4.6,99.0,-1.2,-3.4,0.9,0.2,6.0
COc1cccc(C(=O)NC(=S)Nc2ccc3c4c(cccc24)CC3)c1,0.5,-0.7,0.4,8.0,158.0,-12.4,nt,7.0,-0.4,-5.7
O=C1[C@@H]2C(c3cccnc3)=NO[C@@H]2C(=O)N1c1ccc(Cl)cc1Cl,-2.5,1.5,-0.1,-1.6,105.0,-0.2,-5.4,-3.3,17.3,-0.4
CCOC(=O)c1ccccc1NC(=O)c1ccc2nc[nH]c2c1,-1.2,3.2,-0.5,0.4,97.0,0.0,-1.8,2.7,4.2,17.4
Cc1ccc(C)c(NC(=S)NCCc2ccc(F)cc2)c1,-2.5,-2.0,-0.5,1.6,97.0,-6.7,-2.4,3.6,-1.3,0.0
CCOC(=O)c1ccc(NC(=O)c2nc[nH]c2C(=O)N[C@H](C)CO)cc1,-5.5,0.2,-0.2,-3.8,108.0,9.9,-5.6,-2.1,4.4,6.5
CCN(C(=O)COC(=O)c1ccc2[nH]c3c(c2c1)CCCC3)C1CCS(=O)(=O)C1 (centres undefined),3.3,2.3,0.4,-1.6,100.0,-2.0,-6.7,-3.7,0.1,0.8
COCCOc1ccc(C(F)(F)F)cc1NC(=O)COC(=O)c1ccc(N2CCCC2=O)cc1,-3.7,3.9,-3.3,-0.4,102.0,-3.6,-5.5,-1.1,10.0,-5.4
COc1cc(C(=O)N2CCc3ccccc32)ccc1OCc1c(C)noc1C,-2.0,-0.1,-0.8,7.8,99.0,0.3,-2.1,1.5,9.0,-0.1
COc1ccc(Cl)cc1-c1cc(C(=O)NCC2CCCCC2)[nH]n1,2.1,2.5,1.1,-2.0,90.0,-8.8,-10.3,-4.9,-6.6,-0.4
COC(=O)Nc1ccc(S(=O)(=O)NNC(=O)c2c(O)c3ccccc3[nH]c2=O)cc1,11.3,0.5,-1.7,3.7,94.0,6.2,-2.8,-9.3,-9.0,-3.4
COc1ccc(Cn2c(C)nnc2-c2cnn(C)c2N)cc1OC,0.5,2.9,-1.4,1.6,101.0,2.5,-4.2,2.2,-4.2,-7.1
CCOc1ccc(S(=O)(=O)Nc2ccccn2)c2ccccc12,-2.2,-0.8,-2.5,3.1,94.0,-2.8,-9.2,2.0,0.5,-7.0
Cc1ccc(N=Cc2cc3c(cc2[N+](=O)[O-])OCO3)cc1[N+](=O)[O-],-4.1,2.6,-0.4,-0.3,97.0,-2.0,-2.2,-4.1,15.3,6.1
c1ccc(-c2ccccc2OCCCCn2ccnc2)cc1,21.8,1.1,-0.4,-1.7,96.0,-15.2,-2.2,4.0,11.6,-4.5
CC1Cc2cc(S(=O)(=O)NCc3ccccc3)ccc2N1C(=O)C1CCC1 (centres undefined),-3.0,-3.7,1.0,4.0,98.0,-9.5,-14.5,9.3,1.6,-5.3
Cc1cc(-c2ccccc2)nc(Cl)c1C#N,1.0,1.4,-0.1,0.0,97.0,-4.1,-13.6,-1.0,0.0,0.7
CC(C)(C)OC(=O)NCCCCCNC(=O)c1nc[nH]c1C(=O)NCc1ccc(CNC(=O)OC(C)(C)C)cc1,1.3,1.3,-1.0,-0.8,93.0,-5.6,-4.7,6.7,5.2,-0.1
COc1ccc2nc(SCC(=O)NCC(F)(F)F)[nH]c2c1,0.4,0.0,-0.5,3.6,98.0,-3.5,6.9,3.0,5.8,2.0
C=CCc1cc(Cl)ccc1OCCNCCCOC,0.4,-0.7,3.3,-3.9,96.0,7.0,-2.0,7.3,2.2,-4.1
COCCCNC(=O)CC(=O)N/N=C\c1ccc(SC)cc1,-3.3,-0.1,0.5,4.5,100.0,4.6,19.6,0.8,7.0,-1.4
COc1cc(C(=O)NC2CCCCCCC2)cc(OC)c1OC,-0.2,2.3,2.2,0.1,102.0,6.5,-4.5,-4.5,3.8,-2.6
Cc1nn(CC(=O)c2ccc(Br)s2)c(C)c1[N+](=O)[O-],3.4,-0.1,-3.3,-0.9,99.0,-0.2,-1.9,-3.0,18.2,3.3
COc1cc2ccccc2cc1C(=O)Nc1ccc(N2CCN(C)CC2)cc1,11.3,-3.6,0.5,-6.2,96.0,-4.6,-4.1,-3.4,4.4,4.1
CCOC(=O)C1=C(CN2CCN(c3ccc(F)cc3)CC2)NC(=O)NC1c1cccs1 (centres undefined),-1.4,-2.5,2.4,-7.0,105.0,-1.6,-5.3,-0.5,6.9,-3.2
O=c1c2ccccc2oc2nc(-c3ccco3)n(Cc3ccccc3)c(=O)c12,1.1,nt,1.5,5.1,91.0,62.9*,-7.1,7.9,6.8,-16.6
CS(=O)(=O)Nc1ccc(-c2cn3cccnc3n2)cc1,1.8,-2.3,-1.3,-6.4,98.0,5.3,-4.1,3.0,2.0,-2.6
Cc1ccc(CNC(=O)CSc2nc(C)cc(C)c2C#N)cc1,0.6,-1.2,0.0,1.3,97.0,-5.1,-4.1,-1.5,11.3,-5.3
CCOC(=O)N1CCN(C(=O)CS(=O)(=O)c2cn(Cc3ccccc3C)c3ccccc23)CC1,-1.0,-0.5,-1.2,-4.8,94.0,8.6,nt,-10.1,4.5,-5.6
NS(=O)(=O)c1ccc(NC(=O)CN2CCN(S(=O)(=O)c3cccs3)CC2)cc1,5.8,-0.2,-1.4,6.1,99.0,4.0,-5.6,4.3,8.0,12.6
CCOC(=O)/C(=N\Nc1ccc(C(C)=O)cc1)c1csc(Nc2ccccc2)n1,8.5,3.5,21.0*,0.4,130.0,-10.9,-27.7,1.4,21.5,1.2
COC(=O)Nc1ccc(S(=O)(=O)N2CCCCCC2)cc1,2.8,-1.0,-0.9,-0.2,97.0,-0.8,-2.8,3.4,2.0,-2.8
Cn1c(-c2cc3ccccc3oc2=O)nc2ccccc21,-2.3,0.3,-2.9,-0.6,97.0,-7.5,-4.5,-4.2,7.8,-0.3
OCCNCc1cc(Br)ccc1OCc1ccc(Cl)cc1Cl,18.6,2.0,6.2,-8.8,96.0,-20.0,nt,16.6,-9.2,-3.5
CC(C)NS(=O)(=O)c1ccc(OCC(=O)N(C)Cc2ccccc2)cc1,-1.9,-0.1,-0.4,1.6,92.0,-4.3,-8.7,-2.0,-2.7,-0.3
C#CCN(Cc1ccco1)C(=O)c1cc(COc2ccc(F)cc2Cl)on1,-5.4,-0.5,0.8,0.8,100.0,-6.2,-6.7,3.6,9.3,-3.6
Cc1csc(NC(=O)COc2ccc3c(c2)CCC3)n1,-5.3,-5.4,-0.8,-10.5,90.0,-16.8,-4.3,-10.4,8.8,-4.7
Nc1cn(C2OC(CO)C(O)C2O)c(=O)[nH]c1=O (centres undefined),-7.3,1.5,-1.2,4.7,99.0,6.7,-5.0,-5.5,3.7,2.0
Cc1ccc(NC(=O)CN(C)C(=O)c2cccc(S(=O)(=O)N3CCCC3)c2)cc1,-5.7,-1.0,1.7,-12.0,103.0,-0.1,-4.7,-3.7,-0.1,9.1
O=C1NC(=S)N/C1=C/c1ccc2c(c1)OCO2,10.1,-11.7,-1.4,0.8,99.0,-6.8,-3.9,-0.8,0.0,-2.0
O=C(CSc1ccc(-c2cccc([N+](=O)[O-])c2)nn1)N1CCCCC1,-1.3,-1.2,0.2,-4.1,95.0,4.3,-6.5,2.5,-4.5,15.3
CCCCc1c(C)c(C#N)c2[nH]c3ccccc3n2c1=O,-2.4,2.2,3.0,3.5,107.0,-28.9,nt,-3.7,-10.4,-2.5

Other results follow:
smiles,Granule exo inh,N-glyco inh,MC4R ag barr,HTR2A ag,ABCB6 inh MLPCN,Cardio protect,CaV13 FRET inh,ABHD5 PLIN5 PPI,MC4R antag cAMP,PDI turbidity
O=C(N/N=C/c1ccc2c(c1)OCCO2)c1ccncc1,-3.7,2.5,-1.5,-6.7,95.0,-12.4,-2.8,-11.6,0.5,1.9
O=C(OC(C(=O)NCc1ccc2c(c1)OCO2)c1ccc(Cl)cc1)c1ccco1 (centres undefined),1.4,1.8,0.6,0.7,81.0,12.4,-4.5,2.2,9.4,-4.1
O=C(CC1SC(N2CCCC2)=NC1=O)Nc1ccc(C(=O)N2CCN(c3cccc(Cl)c3)CC2)cc1 (centres undefined),3.4,-2.7,-2.7,-2.5,92.0,3.7,-6.2,17.0,14.1,-0.6
CCCNC(=O)c1cc(C2CCCCN2S(=O)(=O)c2ccc(OC)cc2)on1 (centres undefined),-3.0,-0.2,0.3,2.6,96.0,0.2,-4.6,0.5,0.0,10.8
